Bioassay records from PubChem.
Bfl-1 Bim block: disrupts Bim binding to human Bfl-1. Q16548. Bead-based flow cytometry, Bim-Bfl-1 binding inhibition. inhibition, % at 10 µM. actives 0.12% (n = 190,000);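 further: 0% = wells without compound plus tracer and 100% = blocker peptide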
RGS7-Gao: human RGS7-Galphao interaction regulation | binding response (% of control), % at 10 µM | Multiplexed bead flow cytometry, RGS7-Galphao binding; actives lie on both sides | actives 0.35% (n = 220,000) | AID 1439; in the data active means binding response below about 49% or above about 150%; inconclusive means no clear call, values can overlap the other calls; inactive means in between;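 further: fluorescent Galphao held in activated GDP-AlF4 state binding bead-coupled RGS7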
Bim-Bcl-B: inhibitors of Bim-Bcl-B interaction, human; Q9HD36; bead-based flow cytometry, Bim peptide-Bcl-B binding; inhibition, % at 10 µM; actives 0.073% (n = 190,000); AID 951;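 further: 0% = tracer peptide without compound and 100% = reference inhibitor peptide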
ABCB1 block: human ABCB1 inhibition, ABCG2 as counter-screen. CCRF-Adr cells, JC-1 efflux, flow cytometry. P08183. actives 0.067% (n = 190,000). inhibition, % at 6.6 µM; in the data active means inhibition above about 40%;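 further: 0% = vehicle and 100% = reference inhibitor; higher value means more JC-1 retained so stronger ABCB1 efflux block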
Bcl-2 Bim block: human Bim-Bcl-2 interaction inhibition. P10415. Bead-based flow cytometry, Bim peptide-Bcl-2 binding. inhibition, % at 10 µM. actives 0.06% (n = 190,000). AID 950; in the data active means inhibition above about 40%; inconclusive means no clear call, values can overlap the other calls;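 further: 0% = no compound wells with probe peptide and 100% = reference peptide inhibitor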
Target sequence (P10415 whole entry, looked up): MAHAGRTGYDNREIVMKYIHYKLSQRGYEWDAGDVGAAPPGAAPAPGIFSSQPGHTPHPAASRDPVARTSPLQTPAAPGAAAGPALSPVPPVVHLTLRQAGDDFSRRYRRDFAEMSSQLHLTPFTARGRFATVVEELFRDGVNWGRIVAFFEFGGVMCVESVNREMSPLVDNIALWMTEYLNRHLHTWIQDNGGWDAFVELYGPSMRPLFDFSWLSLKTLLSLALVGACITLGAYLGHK
ABCG2 inh: inhibitors of human ABCG2 transporter, ABCB1 counter-screen. inhibition, % at 6.6 µM. AID 1325. Q9UNQ0. IgMXP3 cells, JC-1 efflux, flow cytometry. actives 0.1% (n = 190,000);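 active means inhibition above 80%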;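 further: 0% = DMSO and 100% = nicardipine control wells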
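Test system: IgMXP3 (ABCG2) plus far-red-tagged CCRF-Adr (ABCB1) cells. Reagent: JC-1 dye as substrate. Timing: 10 min exposure at 25 °C with rotation, no wash. Measured by: flow cytometric JC-1 green MFI at 530 nm. Read-out: percent efflux inhibition, scaled nicardipine 100% to DMSO 0%. Control set: nicardipine and DMSO wells.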
RGS4-Gao reg: human RGS4-Galphao interaction regulation; Multiplexed bead flow cytometry, RGS4-Galphao binding; actives lie on both sides; binding response (% of control), % at 10 µM; actives 0.33% (n = 220,000); P09471; in the data active means binding response below about 49% or above about 150%; inactive means in between;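 further: fluorescent Galphao activated with aluminum fluoride binding bead-coupled RGS4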
Bim-Bcl-W: disrupts Bim peptide binding to human Bcl-W; bead-based flow cytometry; inhibition, % at 10 µM; actives 0.02% (n = 190,000); AID 952;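 further: 0% = bound tracer without compound and 100% = peptide blocker; higher means less fluorescent Bim peptide bound to Bcl-W beads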
Target sequence (Q92843 whole entry, looked up): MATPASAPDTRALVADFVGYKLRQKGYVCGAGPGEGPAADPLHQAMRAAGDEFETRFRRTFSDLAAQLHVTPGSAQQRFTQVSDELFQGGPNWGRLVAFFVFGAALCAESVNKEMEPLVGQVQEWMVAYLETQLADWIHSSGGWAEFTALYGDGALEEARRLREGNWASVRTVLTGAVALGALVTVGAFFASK
RGS8-Gao: human RGS8-Galphao interaction regulation; P09471; multiplexed bead flow cytometry, RGS8-Galphao binding; actives lie on both sides; response (percent of control binding), % at 10 µM; actives 0.34% (n = 220,000); AID 1423; in the data active means response below about 60% or above about 140%; inactive means in between;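 further: Galphao activated as the GDP aluminium fluoride complex binding bead-coupled RGS8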
Bcl-XL Bim block: disrupts Bim peptide binding to human Bcl-XL. Q07817. bead flow cytometry, fluorescence. inhibition, % at 10 µM. actives 0.04% (n = 190,000). AID 1007
Target sequence (Q07817 whole entry, looked up): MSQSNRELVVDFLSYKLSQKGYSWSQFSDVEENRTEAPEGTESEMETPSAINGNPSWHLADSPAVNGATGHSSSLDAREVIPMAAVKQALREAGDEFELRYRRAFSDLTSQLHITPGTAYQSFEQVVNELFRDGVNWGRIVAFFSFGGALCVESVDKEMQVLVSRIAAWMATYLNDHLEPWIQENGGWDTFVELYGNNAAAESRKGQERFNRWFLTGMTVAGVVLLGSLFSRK
Bim-Mcl-1: inhibitors of Bim-Mcl-1 interaction, human. Bead-based flow cytometry, Bim peptide-Mcl-1 binding. inhibition, % at 10 µM. actives 0.1% (n = 190,000);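 further: 0% = no compound tracer wells and 100% = peptide blocker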
Target sequence (Q07820 whole entry, looked up): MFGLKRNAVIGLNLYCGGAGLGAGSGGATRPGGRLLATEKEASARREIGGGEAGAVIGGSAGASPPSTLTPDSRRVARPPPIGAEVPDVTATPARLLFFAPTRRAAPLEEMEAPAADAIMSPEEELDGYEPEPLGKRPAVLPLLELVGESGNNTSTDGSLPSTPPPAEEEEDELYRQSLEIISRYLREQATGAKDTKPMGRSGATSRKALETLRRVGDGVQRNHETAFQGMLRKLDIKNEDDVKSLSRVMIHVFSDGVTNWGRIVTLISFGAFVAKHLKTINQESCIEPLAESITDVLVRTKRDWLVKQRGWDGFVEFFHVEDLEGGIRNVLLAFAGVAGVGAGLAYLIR
* marks the source's active call; other numbers are inactive results; ? = inconclusive; / = not tested or not shown. Unless noted, no stated cut-off is given here; in the data, active means inhibition above about 40%.

SMILES	Bfl-1 Bim block	RGS7-Gao	Bim-Bcl-B	ABCB1 block	Bcl-2 Bim block	ABCG2 inh	RGS4-Gao reg	Bim-Bcl-W	RGS8-Gao	Bcl-XL Bim block	Bim-Mcl-1
CN(CC(=O)O/N=C(\N)c1ccc([N+](=O)[O-])cc1)S(=O)(=O)c1ccccc1	6	106	72*	8.9	38	/	104	12	119	18	95*
CN(c1ccc(C(=O)NCCSC(C)(C)C)cc1)S(C)(=O)=O	-16	103	-3	0.4	-7	9	102	1	104	-1	0
O=C1CC(N2CCN(c3ccccn3)CC2)C(=O)N1c1ccc(F)cc1 (stereo not drawn)	-1	107	-3	0.9	0	3	96	-1	97	-3	0
CC12CCC(C(=O)Nc3cc(Cl)ccc3Cl)(C/C1=N\O)C2(C)C (stereo not drawn)	-2	98	-1	0.0	-1	0	102	1	100	-1	-1
Cc1ccc(C(=O)N(Nc2nc3ccccc3s2)C(=O)c2ccc(C)cc2)cc1	-10	102	-10	-0.3	-7	3	102	-5	101	-3	-4
Cc1nn(-c2cccc(Cl)c2)c(Cl)c1/C=N/NC(=O)c1cccnc1	-14	97	-18	0.8	-12	5	101	-3	101	-7	-4
Cc1cc(C)c(C#N)c(Cl)n1	-5	94	2	1.3	1	17	92	-1	88	1	-2
CC(C)(C)Nc1nc(Oc2ccc(=O)n(-c3ccccc3)n2)nc(N2CCOCC2)n1	-7	/	-9	0.7	-8	0	/	1	/	-7	-6
O=C(CS(=O)(=O)c1ccccc1)Nc1ccc(N2CCOCC2)cc1	-3	97	-6	0.9	-2	4	101	0	99	0	-4
CCn1c(SCC(=O)Nc2cccc(NC(=O)c3cccs3)c2)nnc1-c1ccncc1	-19	104	-5	-1.0	-9	18	101	-1	100	-5	-2
O=C(Nc1ccc(N2CCOCC2)c(Cl)c1)C1CCCCC1	4	83	2	0.1	4	5	80	3	76	-11	0
COc1ccc(OC)c(NC(=O)[C@H]2CC=CC[C@H]2C(=O)O)c1	-2	98	-1	-2.3	0	-1	97	-1	97	-1	0
C=CCOc1ccc(/C(CC)=N/O)cc1OC	4	99	0	0.0	0	3	99	4	100	-2	-3
CC1CCCCN1c1ncnc2ccccc12 (stereo not drawn)	-1	97	0	-0.4	-2	1	100	1	99	0	1
CCCS(=O)(=O)c1ccc(COC(=O)c2ccc(NC(C)=O)cc2)cc1	-4	101	-5	1.8	-5	12	98	-5	99	-3	4
CCCCn1c(=O)c2ccccc2c2ccccc2c1=O	-11	102	-10	0.0	-11	0	105	2	105	-4	-2
COc1ccc(NC(=O)/C=N/O)cc1	-5	?	-5	0.6	1	16	97	-1	96	0	0
Nc1c(S(=O)(=O)c2cccs2)c2nc3ccccc3nc2n1CC1CCCO1 (stereo not drawn)	0	102	0	0.2	1	0	102	0	100	0	-2
Cc1ccc(-n2cc(-c3ccccc3)[nH]c2=O)cc1F	-1	100	-5	-0.2	-4	0	100	-1	97	0	-4
O=C(CSc1nnc(NC(=O)Cc2ccccc2)s1)NCc1ccco1	-3	100	-6	0.4	1	5	102	1	98	0	0

Ordered by value in Bfl-1 Bim block (descending): some entries from above.
| molecule | Bfl-1 Bim block |
| --- | --- |
| Nc1c(S(=O)(=O)c2cccs2)c2nc3ccccc3nc2n1CC1CCCO1 (stereo not drawn) | 0 |
| CC1CCCCN1c1ncnc2ccccc12 (stereo not drawn) | -1 |
| CCCCn1c(=O)c2ccccc2c2ccccc2c1=O | -11 |

New compounds follow
SMILES	Bfl-1 Bim block	RGS7-Gao	Bim-Bcl-B	ABCB1 block	Bcl-2 Bim block	ABCG2 inh	RGS4-Gao reg	Bim-Bcl-W	RGS8-Gao	Bcl-XL Bim block	Bim-Mcl-1
Cc1ccc(C)c(-n2nnnc2SCC(=O)Nc2cccc(-c3nnc4n3CCCCC4)c2)c1	-8	112	-14	0.6	-7	3	103	0	105	-7	-4
Cc1onc(-c2ccccc2)c1C(=O)Nc1sc2c(c1C#N)CCC2	-8	102	-7	0.2	-8	1	102	-1	104	-5	0
Cn1c(/N=C/c2c[nH]c3ccccc23)nc2ccccc21	-15	99	-7	1.9	-10	48	98	-2	101	-13	-7
Cc1cccc(N/C(N)=N/c2nc3c(c(=O)[nH]2)CCCC3)c1	-14	99	-7	0.2	-7	41	103	0	103	-6	0
COc1ccccc1NC(=O)N(c1c(N)n(Cc2ccccc2)c(=O)[nH]c1=O)C1CCCC1	-15	103	-3	-2.0	-9	-2	101	0	101	-9	0
COc1cccc(Cn2c(-c3cccs3)noc2=O)c1	-6	103	-8	-3.5	-5	-3	104	-4	102	0	-1
COc1ccccc1-c1ccc(/C=C2/C=C(C)OC2=O)o1	0	98	-2	-5.0	-2	-14	101	-1	101	0	-2
S=C(c1c[nH]c2ccc(Br)cc12)N1CCOCC1	-1	91	-4	0.8	-1	7	96	0	96	0	0
COc1ccccc1N(CC(=O)N/N=C/c1ccc(OCC(=O)NCc2ccco2)cc1)S(=O)(=O)c1ccc(C)cc1	-12	102	-9	0.3	-9	1	102	0	95	-9	-1
CCN(CC)S(=O)(=O)c1ccc(Cl)c(NC(=O)COc2ccccc2[N+](=O)[O-])c1	0	100	-5	2.1	1	20	101	-3	103	-5	-3
Cc1cc(C)n2nc(C(=O)OCC(=O)Nc3ccc4c(c3)OCO4)nc2n1	-13	108	-7	0.1	-6	1	113	0	112	0	1
O=C(/C=C/c1ccc(F)cc1)NC(Cc1c[nH]c2ccccc12)C(=O)O (stereo not drawn)	-4	100	0	-1.0	-3	0	102	-3	100	0	-9
COC(=O)c1c(NC(=O)/C=C/C(=O)O)sc(C)c1-c1ccc(C)cc1	-5	90	-6	1.6	0	19	97	0	101	-3	-2
COC(=O)c1ccc(-c2ccc(/C=N/N3C(=O)C4C5C=CC(CC5)C4C3=O)o2)cc1 (stereo not drawn)	-7	101	-1	0.1	-4	-1	96	1	100	-2	0
COCCCNC(NC(=O)c1ccc(Br)cc1)C(Cl)(Cl)Cl (stereo not drawn)	5	105	-3	0.7	-2	11	97	2	102	2	0
CC(OC(=O)Cc1c(F)cccc1Cl)C(=O)NCCC1=CCCCC1 (stereo not drawn)	-6	103	-4	/	-8	5	99	-2	100	-5	-5
COc1ccc(Cc2nnc(N/N=C/c3ccc(C)o3)[nH]c2=O)cc1	-7	96	-2	0.3	-1	1	96	-3	97	-2	-1
COC(=O)c1cccc(NC(=O)CSc2nnc(C)n2Cc2ccccc2)c1	0	88	1	0.6	4	3	80	0	81	1	-4
COc1cccc(Nc2nc(CC(C)=O)ns2)c1	0	96	0	0.4	-1	2	99	0	102	0	-2
CC1CCCN(C(=O)C2CCN(CC(C)c3ccccc3)CC2)C1 (stereo not drawn)	2	97	-1	0.6	1	0	97	0	98	-3	0
N#Cc1cccc(NC(=O)CSc2ccccc2)c1	-18	100	-5	0.0	-15	42	103	0	104	-10	3
O=C1c2ccccc2NC2CCCCCN12 (stereo not drawn)	-4	97	-5	0.3	-1	4	98	-2	99	-5	-5
Cc1cc(C)n(CC(O)Cn2ccc3ccccc32)n1 (stereo not drawn)	-10	97	-5	0.5	-7	3	103	3	102	-3	1
CCOC(=O)c1c(C)[nH]c(/C(C)=N/O)c1C	-8	102	-10	-2.3	-4	-2	95	0	94	0	0
CCS(=O)(=O)N1CCN(Cc2ccc([N+](=O)[O-])cc2)CC1	-16	101	-10	0.1	-12	1	101	-5	100	-13	-7
Nc1cccc(C(=O)Nc2ccc3nc(-c4cccnc4)[nH]c3c2)c1	0	102	2	0.3	0	1	101	2	103	4	1
O=C(CSc1nnc(Cc2cccs2)n1CCc1ccccc1)N1CCCc2ccccc21	7	89	3	2.5	3	1	95	11	94	2	0
COCCn1c(=O)[nH]c2cc(C(=O)NC(C)C)ccc2c1=O	-8	103	-5	0.2	-2	1	102	3	102	-3	0
COc1ccc(OC)c(-n2c(Cn3c(-c4ccccn4)nc4ccccc43)n[nH]c2=S)c1	-2	?	-30	0.3	-3	14	88	-9	84	-7	-4
Cc1[nH]c2ccccc2c1CC(=O)O	-3	99	-3	0.3	0	1	97	-1	97	-1	-1
COC(=O)c1ccc(C(=O)OC)c(NS(C)(=O)=O)c1	-1	96	0	1.3	2	5	101	0	102	2	0
COC(=O)CCc1nc2ccccc2[nH]c1=O	0	92	-4	-0.1	-6	1	92	2	83	2	-2
CCOC(=O)NCCc1c(C)nc2c(c(C)nn2C(C)(C)C)c1C	-19	98	-9	0.3	-7	35	100	-1	104	-8	-2
COc1cccc(OC)c1OCCNC(C)(C)C	0	99	-1	0.6	0	3	101	0	100	0	0
O=C(Nc1cccc2c1CCCC2)c1cc([N+](=O)[O-])cc([N+](=O)[O-])c1	0	100	-1	2.1	1	22	101	-1	101	-3	-2
COc1cc(OC)cc(C(=O)Nc2ccc([N+](=O)[O-])cn2)c1	2	95	-6	-0.1	0	7	96	-7	101	-7	-8
O=C(NCc1ccccn1)c1cc2ccccc2oc1=O	3	102	1	0.7	-1	2	105	0	109	-1	-1
Cc1cc(C)c(NC(=S)NC(=O)c2ccc(-c3ccccc3)cc2)c(C)c1	-4	101	-9	0.2	-4	3	102	-3	102	-4	0
Cc1ccc(C2OCC3(CO2)COC(c2ccc(C)cc2)OC3)cc1 (stereo not drawn)	-14	101	-9	0.0	-6	0	100	-7	98	-9	-4
O=C(NNC1=Nc2cccc3cccc1c23)c1ccc(Br)cc1	-1	113	-1	-0.3	0	-1	98	-2	100	-1	1

Laid out differently: entries from further up
The line under a structure holds: Bfl-1 Bim block	RGS7-Gao	Bim-Bcl-B	ABCB1 block	Bcl-2 Bim block	ABCG2 inh	RGS4-Gao reg	Bim-Bcl-W	RGS8-Gao	Bcl-XL Bim block	Bim-Mcl-1
> N#Cc1cccc(NC(=O)CSc2ccccc2)c1
→ -18	100	-5	0.0	-15	42	103	0	104	-10	3
> COc1cc(OC)cc(C(=O)Nc2ccc([N+](=O)[O-])cn2)c1
→ 2	95	-6	-0.1	0	7	96	-7	101	-7	-8

(next part)
SMILES	Bfl-1 Bim block	RGS7-Gao	Bim-Bcl-B	ABCB1 block	Bcl-2 Bim block	ABCG2 inh	RGS4-Gao reg	Bim-Bcl-W	RGS8-Gao	Bcl-XL Bim block	Bim-Mcl-1
CCOC(=O)/C(C(C)=O)=C1/OC(=O)c2ccccc21	-10	101	-6	-0.1	-11	0	102	3	100	-8	0
CS(=O)(=O)N(CC(=O)NCCSCc1ccccc1)c1ccc2c(c1)OCO2	-3	100	-1	-0.4	-2	8	102	1	101	2	0
Cc1oc(/N=C/c2cccc3ccccc23)c(C#N)c1C	2	107	0	0.3	-2	0	108	-2	111	-1	-3
Cc1cc(NC(=O)c2cc(Cl)ccc2Cl)no1	-10	100	-5	0.2	-7	1	100	0	101	-5	-1
O=C(O)C1CSC2(c3ccc4c(c3)OCCO4)CCC(=O)N12 (stereo not drawn)	-9	98	-7	-0.1	-5	0	98	1	99	-2	-1
COc1cc(NC(=O)c2ccccc2F)ccc1NC(=O)c1ccccc1Cl	-7	?	-7	0.3	-4	1	100	-3	100	-5	-3
O=C(NNC(=O)C1CCN(Cc2cccc(F)c2)CC1)c1cccs1	-3	106	-2	0.7	-2	15	104	-3	100	-1	2
COCCN(C(=O)CSc1nnc(-c2cccc(C)c2)n1C)c1c(N)n(Cc2ccccc2)c(=O)[nH]c1=O	-1	?	-7	0.7	0	1	104	0	101	-3	-1
Clc1ccc(OCc2cc(-c3ccccc3)no2)cc1Cl	2	96	-7	0.4	-5	4	98	-1	103	-1	-2
CC1(C)N=C(c2ccccc2)C(=O)N1	-2	97	-3	0.7	-2	1	101	-2	94	6	-4
